# A3A deaminase: APOBEC3A ssDNA deaminase inhibitors, primary screen, selectivity assay for APOBEC3G inhibitor project, biochemical, FAM/TAMRA oligo cleavage fluorescence | recombinant A3A, FAM/TAMRA ssDNA deamination fluorescence | 330,000 tested, 0.41% active | DNA dC->dU-editing enzyme APOBEC-3A (Homo sapiens), P31941 | inhibition, % at 20 µM;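 active means at least 40% inhibition at 20 µM here, with at most 30% in a related deaminase screen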;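 further: plate controls were A3A with DMSO for no effect and wells lacking A3A enzyme for full effect; some results filed as inactive read as strong as hits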
# Target sequence (P31941 whole entry, looked up): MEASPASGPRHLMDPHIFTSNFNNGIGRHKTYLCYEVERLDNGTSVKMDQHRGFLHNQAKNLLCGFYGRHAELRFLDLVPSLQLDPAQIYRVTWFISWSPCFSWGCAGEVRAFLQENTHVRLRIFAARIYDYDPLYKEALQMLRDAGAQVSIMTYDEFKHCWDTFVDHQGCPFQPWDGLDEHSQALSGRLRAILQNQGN
# APOBEC3G inh: APOBEC3G DNA deaminase inhibitors, primary screen, biochemical, fluorescence, single-stranded DNA substrate, uHTS; 330,000 tested, 0.28% active; recombinant A3G, ssDNA deamination FAM/TAMRA fluorescence; inhibition, % at 20 µM;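 active means inhibition of at least 40% at 20 µM, with no more than 30% in the related APOBEC3A deaminase screen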;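 further: plate controls were DMSO wells with A3G for no effect and wells lacking A3G enzyme for full effect; some compounds called inactive have numbers as strong as hits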
# mIAP block: inhibitors of mouse IAP, primary screen, biochemical, luminescence, uHTS; 330,000 tested, 0.2% active; inhibition, % at 10 µM; purified mouse IAP, CDP-Star luminescence, 30 min; intestinal alkaline phosphatase [Mus musculus];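 active means inhibition of at least 40% at 10 µM in the primary screen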;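 further: plate controls were DMSO with enzyme for no effect and no enzyme wells for full effect; values of inactives mirror those of a sister screen read the other way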
# SENP1 FRET inh: human SENP1 catalytic domain inhibitors, primary screen, biochemical, FRET, uHTS | inhibition, % at 10 µM | recombinant SENP1 catalytic domain, CyPet-SUMO1-YPet FRET cleavage | Sentrin-specific protease 1 (Homo sapiens), Q9P0U3 | 360,000 tested, 0.21% active;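 active means inhibition at least 30% at 10 µM, raw YFP signal under a set limit, fluorescence ratio 0.5 to 1.5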;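 further: 0% = enzyme with DMSO and 100% = no enzyme wells; some results filed as inactive read as strong as hits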
# Target sequence (Q9P0U3 419-644 limits assumed): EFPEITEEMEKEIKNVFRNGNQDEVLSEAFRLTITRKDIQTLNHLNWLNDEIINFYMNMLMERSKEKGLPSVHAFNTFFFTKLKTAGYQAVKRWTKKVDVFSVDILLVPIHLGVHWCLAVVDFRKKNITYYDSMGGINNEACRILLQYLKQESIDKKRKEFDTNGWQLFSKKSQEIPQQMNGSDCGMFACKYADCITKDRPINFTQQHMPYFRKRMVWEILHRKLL
#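 Assay system – human recombinant His6-tagged SENP1 catalytic domain enzyme · Input – SENP1 enzyme, 20 pM final · Buffer or medium – Tris pH 8 buffer plus EDTA, NaCl, BME, BSA, NP40, catalase · Schedule – 50 min reaction at room temperature · Technique – FRET read of cyan and yellow fluorescence · Control set – no-enzyme wells low, DMSO-plus-enzyme wells high control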
# NALP3 yeast inh: NALP3 inflammasome inhibitors in reconstituted yeast, primary screen, luminescence, uHTS; Yeast reconstituted NLRP3/ASC/caspase-1, beta-gal luminescence, 24 h; inhibition, % at 10 µM; 330,000 tested, 0.39% active;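 active means inhibition of 50% or more; inactive means inhibition below 50%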;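 further: plate controls were induced DMSO wells for no effect and uninduced yeast grown without galactose for full effect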
# beta cell repl: inducers of MIN6 beta-cell proliferation, primary screen, ATP luminescence, uHTS | 330,000 tested, 0.29% active | AID 2380, 2010 | MIN6 cells proliferation, ATPlite luminescence, 48 h; cells starved in 0.2% serum; 100% = growth in 10% serum | proliferation, % at 10 µM;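 active means compounds whose signal lies at least 3.5 SD above the mean of all wells on their plate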;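 further: 0% = DMSO-treated cells in low-serum medium and 100% = 10% serum control; some compounds called inactive have numbers as strong as hits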
# mIAP activ: activators of mouse IAP, primary screen, biochemical, luminescence, uHTS; AID 2805, 2010; activation factor at 10 µM; intestinal alkaline phosphatase [Mus musculus]; muIAP, CDP-Star luminescence, 30 min; hits give high values; 1 = vehicle-only enzyme signal, 0 = enzyme-free wells; 330,000 tested, 0.24% active;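 active means activation factor of at least 2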; further: the source names both 10 and 20 µM as test concentration; values of inactives mirror those of a sister screen read the other way
#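 Assay system: mouse IAP enzyme / Compound: DMSO-dissolved test compounds / Timing: 30 min, room temperature / Measured by: luminescence from enzymatic CDP-Star hydrolysis / Control set: DMSO-only wells, enzyme-free buffer wells as negative control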
# hIAP inh: human IAP inhibitors, primary screen, biochemical, luminescence, uHTS; purified IAP, CDP-Star luminescence, 30 min; 330,000 tested, 0.12% active; Intestinal-type alkaline phosphatase (Homo sapiens), P09923; inhibition, % at 10 µM;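 active means inhibition reaching a set limit with compound at 10 µM in the primary screen, cut at about 35% in these data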;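 further: plate controls were DMSO wells with enzyme for no effect and no-enzyme buffer wells for full effect; values of inactives mirror those of a sister screen read the other way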
# Target sequence (P09923 whole entry, looked up): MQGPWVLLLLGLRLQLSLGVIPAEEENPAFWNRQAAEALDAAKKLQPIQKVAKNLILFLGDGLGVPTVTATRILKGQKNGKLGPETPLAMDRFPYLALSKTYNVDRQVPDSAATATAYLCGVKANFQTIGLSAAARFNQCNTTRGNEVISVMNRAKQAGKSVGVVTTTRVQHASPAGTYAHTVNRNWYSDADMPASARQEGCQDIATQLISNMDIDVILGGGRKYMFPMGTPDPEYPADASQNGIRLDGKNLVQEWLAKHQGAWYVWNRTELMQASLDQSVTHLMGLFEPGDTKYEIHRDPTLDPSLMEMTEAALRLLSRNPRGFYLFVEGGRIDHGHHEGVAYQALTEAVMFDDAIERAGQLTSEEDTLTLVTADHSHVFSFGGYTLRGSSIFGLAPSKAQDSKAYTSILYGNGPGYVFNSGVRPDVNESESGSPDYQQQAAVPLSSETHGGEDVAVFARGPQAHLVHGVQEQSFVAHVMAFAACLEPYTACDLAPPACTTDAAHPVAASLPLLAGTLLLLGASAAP
# hIAP activ: human IAP activators, primary screen, biochemical, luminescence, uHTS; purified human IAP, CDP-Star luminescence, 30 min; hits give high values; 1 = vehicle-only enzyme, 0 = enzyme-free background; activation factor at 10 µM; 330,000 tested, 0.16% active; Intestinal-type alkaline phosphatase (Homo sapiens), P09923;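 active means activation factor of the enzyme at least 2-fold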; further: the source names both 10 and 20 µM as test concentration; values of inactives mirror those of a sister screen read the other way
# Active calls of the source: *; . = not tested or not shown. This is a subset; count on the stated rates, not on these rows.
SMILES,A3A deaminase,APOBEC3G inh,mIAP block,SENP1 FRET inh,NALP3 yeast inh,beta cell repl,mIAP activ,hIAP inh,hIAP activ
COc1ccc(S(=O)(=O)N(CC(=O)N2CCN(C)CC2)c2ccc(C)cc2)cc1Br,-3,-10,2,-1,13,-3,0.98,-4,1
O=S(=O)([N-]c1nc2ccccc2nc1-[n+]1ccccc1)c1ccc(F)cc1,2,-1,-2,1,6,2,1,-15,1.2
O=C(COC(=O)c1cccc(C(=O)OCC(=O)NCc2ccc(F)cc2)n1)NCc1ccc(F)cc1,0,-7,0,0,2,0,0.99,11,0.89
Cc1c(C(=O)N2CCN(c3ccccc3)CC2)sc2ncnc(N3CCN(c4ccccn4)CC3)c12,-3,-9,8,-2,15,-1,0.92,4,0.96
Cc1c(C)c(C)c(C(=O)c2ccc(NC(=O)c3ccccc3C(=O)O)cc2)c(C)c1C,-4,-9,0,3,3,-2,1,1,0.99
Cc1ccc(Cn2ccsc2=NC(=O)COC(=O)c2ccc(NC(=O)CC#N)cc2)cc1,-1,-9,1,-12,11,-7,0.99,-4,1
COC(=O)C(C)NC(=O)COc1ccc2ccccc2c1 (stereo not given),3,2,-1,-1,4,-2,1,9,0.91
Nc1ncncc1-c1ccc([N+](=O)[O-])cc1,4,-1,2,2,11,-2,0.98,-1,1
CC1(C)N=C(c2ccccc2)C(=O)N1,5,-1,9,2,4,0,0.91,15,0.85
CC(C)[C@H](NC(=O)c1ccccc1Cl)C(=O)NC1CCCCCC1,0,-3,3,-1,17,-1,0.97,-14,1.1
COc1ccc(OC)c(NC(=S)NCc2ccccc2OC)c1,0,-4,3,-1,17,-4,0.97,2,0.98
Nc1nonc1-n1nnc(C(=O)N/N=C/c2cccc(O)c2)c1CN1CCCC1,-2,-6,6,-2,2,-1,0.94,-8,1.1
COc1cc(CN2CCNC(=O)C2CC(=O)O)cc(OC)c1 (stereo not given),-3,-4,13,3,23,-1,0.87,-7,1.1
Cc1ccc(NC(=O)c2ccc(=O)[nH]n2)cc1C,1,-4,13,-1,-3,0,0.87,14,0.86
Cc1ccc(NC(=S)/C(=C(\[O-])c2ccc(Cl)s2)[n+]2cccc(CO)c2)cc1C,1,-2,14,-9,9,-1,0.86,-4,1

# Sorted by molar mass (high to low): some entries from above.
SMILES,A3A deaminase,APOBEC3G inh,mIAP block,SENP1 FRET inh,NALP3 yeast inh,beta cell repl,mIAP activ,hIAP inh,hIAP activ
COc1cc(CN2CCNC(=O)C2CC(=O)O)cc(OC)c1 (stereo not given),-3,-4,13,3,23,-1,0.87,-7,1.1
Cc1ccc(NC(=O)c2ccc(=O)[nH]n2)cc1C,1,-4,13,-1,-3,0,0.87,14,0.86
CC1(C)N=C(c2ccccc2)C(=O)N1,5,-1,9,2,4,0,0.91,15,0.85

# The listing continues:
SMILES,A3A deaminase,APOBEC3G inh,mIAP block,SENP1 FRET inh,NALP3 yeast inh,beta cell repl,mIAP activ,hIAP inh,hIAP activ
COC(=O)c1ccccc1S(=O)(=O)N1CCC(C(=O)NCCC2=CCCCC2)CC1,1,-5,6,2,18,-2,0.94,1,0.99
O=C(O)c1ccc(NC2CC(=O)N(Cc3ccccc3)C2=O)cc1 (stereo not given),0,1,2,4,6,-3,0.98,10,0.9
Cc1cc(NC(=O)CSCC(=O)N(c2cccc(Cl)c2)C(C(=O)NC2CCCCC2)c2ccc(O)c(O)c2)no1 (stereo not given),0,-7,11,-16,4,0,0.89,-31,1.3
CCOC(=O)CCc1cnccc1-c1cccc(OC)c1O,-4,-7,13,0,18,-2,0.87,7,0.93
O=C(NCCCNC(=O)c1cnccn1)c1ccc(Br)cc1,-4,-11,5,1,7,1,0.95,10,0.9
CN(C(=O)c1cccc(S(=O)(=O)NCc2ccccc2)c1)C1CCCCC1,0,-6,1,0,7,0,0.99,0,0.99
COc1ccc(OC)c(-c2csc(NC(=O)CN3C(=O)NC4(CCCC4)C3=O)n2)c1,3,-6,0,0,-1,4,1,-6,1.1
O=c1cc(N2CCN(c3ccccc3)CC2)[nH]c(=O)n1-c1ccccc1,1,-8,-18,-4,20,-6,1.2,-15,1.1
CCN(C(=O)COC(=O)c1nc2nc(C)cc(C)n2n1)C1CCS(=O)(=O)C1 (stereo not given),-1,-8,5,0,0,-2,0.95,13,0.87
CCC(=O)N1CCN(c2nc3ccc(Br)cc3s2)CC1,4,1,0,0,-2,-1,1,8,0.92
CCC(C)[C@H](NC(=O)Nc1ccccc1F)C(=O)O (stereo not given in full),-7,-9,-14,0,12,-2,1.1,-1,1
CCc1ccc2[nH]c(=O)c(Cc3ccccc3)c(O)c2c1,1,-7,4,-3,27,-2,0.96,14,0.86
COc1ccc(CNC(=O)Cc2c[nH]c3ccccc23)cc1OC,-5,-7,0,-1,22,-1,1,-4,1
Cc1nn(C(C)C)c(C)c1CN1CCCC(C(=O)c2cccc(OC(C)C)c2)C1 (stereo not given),0,-4,-11,2,6,-3,1.1,0,1
CCN(C(=O)CSc1nnc(CNc2cccc(OC)c2)n1C1CCCCC1)C1CCS(=O)(=O)C1 (stereo not given),-3,-2,-6,3,10,2,1.1,-8,1.1
Cc1ccc(C)c(NC(=O)CN(C)C(=O)COc2ccc3ccccc3c2)c1,-1,-6,-7,1,6,-2,1.1,12,0.88
CCOC(=O)c1sc(NC(=O)CSc2n[nH]c(CC(C)C)n2)nc1C,0,-4,5,5,-16,0,0.95,-14,1.1
COCc1cc(CN2CCCC(CNC(=O)c3ccc(F)cc3)C2)ccc1OC (stereo not given),-5,-6,-1,1,15,-1,1,-2,1
CCOc1ccc(C2c3[nH]c4ccccc4c3CCN2Cc2cn(CC)nc2C)cc1 (stereo not given),-1,-2,4,-18,4,-4,0.96,-8,1.1
CCOC(=O)c1c(S(=O)(=O)NCCc2cccs2)c(C)n(C)c1C,-4,-5,-12,1,8,-1,1.1,-23,1.2
O=C(O)c1ccc(-n2nnnc2SCc2ccccc2)cc1,-3,-5,-4,2,6,2,1,8,0.92
CC(=O)c1cn(CC(=O)NCc2ccco2)c2ccccc12,0,-3,5,1,17,-3,0.95,2,0.98
Cc1ccnc(Sc2ncccc2[N+](=O)[O-])n1,-1,-5,5,1,13,1,0.95,4,0.96
CC1=C(/C=C/C(C)=C/C=C/C(C)=C/CO)C(C)(C)CCC1,-3,-9,6,-3,8,-5,0.94,-3,1
COCCN(C(=O)CCSc1ccc(F)cc1)c1c(N)n(Cc2ccccc2)c(=O)[nH]c1=O,-1,-2,-13,-2,18,9,1.1,0,1
CCC1CCCCN1CCCNC(=O)C1CCN(S(=O)(=O)N2CCCCC2)CC1 (stereo not given),-6,-9,-14,-9,2,-2,1.1,-11,1.1
CC[C@]12c3[nH]c4ccc(Cl)cc4c3CCN1C(=O)[C@@H](CC(=O)NCCCOC)C[C@@H]2C(=O)N1CCN(C(=O)c2ccco2)CC1,-1,3,-7,1,.,.,1.1,.,.
NC(=O)c1cnn2c(C(F)(F)F)cc(-c3ccccc3)nc12,-1,-6,10,-4,-18,2,0.9,-11,1.1
CCSc1nnc(NC(=O)CSc2nccn2-c2cccc(C)c2)s1,-6,-8,7,-3,4,-3,0.93,-16,1.2
Cc1cc2ncn(-c3ncnc4sc5c(c34)CCC(C)C5)c2cc1C (stereo not given),-1,-2,11,0,15,-4,0.89,-4,1
Cc1cccc(C(=O)C2CCN(S(=O)(=O)c3cccc(C(=O)O)c3)CC2)c1,0,-3,3,0,6,0,0.97,13,0.87
CC1CC(=O)Nc2ccc([N+](=O)[O-])cc2N1C (stereo not given),3,-4,-1,3,-1,-3,1,0,1
COc1ccc(C2C(C(=O)N3CC(C)CC(C)C3)c3ccccc3C(=O)N2C)cc1 (stereo not given),-2,1,9,-2,-4,5,0.91,-1,1
CSc1nsc(SC)c1NC(=O)N1CCCC1,-4,-6,5,3,6,-1,0.95,3,0.97
COc1ccc(N2C(=O)C3C4c5ccccc5C(C=Nc5ccc(C)cc5C)(c5ccccc54)C3C2=O)cc1 (stereo not given),-5,-9,-8,-1,38,-5,1.1,-16,1.2
Cc1c(C(=O)OCC(=O)Nc2cccc(S(N)(=O)=O)c2)oc2c1ccc1ccccc12,4,0,7,-7,-7,-5,0.93,0,1
O=C(CSc1nncs1)Nc1nccs1,-2,-11,3,1,13,1,0.97,4,0.96
NC(=S)Cc1ccc(Cl)cc1Cl,1,-2,18,0,20,0,0.82,9,0.91
O=C(CCCSc1ccc(Cl)cc1)Nc1ccccc1O,-7,15,7,4,12,-5,0.93,-2,1
CCOC(=O)C1=C(C)NC(C)=C(C(=O)OCC)C1C(=O)OCC(=O)NCc1ccccc1OC,-2,-2,-24,-11,13,1,1.2,1,0.99
CC(C)C(NC(=O)CN1C(=O)c2ccccc2S1(=O)=O)C(C)C,-2,-5,-10,-4,-7,1,1.1,-12,1.1
Oc1ccccc1/C=N/Nc1ccccc1,0,11,4,-1,3,0,0.96,6,0.94
C=CCN(C(=O)c1csnn1)C(C(=O)NC1CCCC1)c1ccc(F)cc1 (stereo not given),0,-6,8,0,15,-1,0.92,2,0.98
c1ccc(-c2nc(NC3CC3)nc(-n3ccnc3)n2)cc1,-3,-7,0,3,20,-1,1,-22,1.2
CC1Cc2ccccc2N1C(=O)CN1CCC(n2nnc3cc(C(F)(F)F)ccc32)CC1 (stereo not given),-6,-9,8,0,5,-1,0.92,-20,1.2
CCOC(=O)c1c(NC(=O)CCNCc2ccco2)sc2c1CCC2,2,-4,3,.,35,-6,0.97,-2,1
CSc1ncccc1C(=O)N1CCN(S(=O)(=O)c2ccccc2)CC1,-1,6,-8,2,1,0,1.1,-10,1.1
Cc1ccc(S(=O)(=O)N2CCCCC2)cc1NC(=O)c1cccnc1,-2,-7,-5,0,8,-4,1.1,-6,1.1
Cc1cc(C(=O)NNC(=O)c2ccc(NC(=O)CC#N)cc2)c(C)o1,-1,-10,6,-7,9,-2,0.94,3,0.97
CCc1ccc2oc(C(=O)NCc3ccc(S(N)(=O)=O)cc3)c(C)c2c1,-3,-7,4,1,12,-3,0.96,-16,1.2
CCC(C)NC(=O)c1ccccc1NC(=O)c1ccccc1N(C)S(C)(=O)=O (stereo not given),-4,-2,-4,1,10,-2,1,2,0.98
Cc1ccc(N(CC(=O)Nc2ccccc2-c2ccccc2)S(=O)(=O)c2ccccc2)cc1,1,3,4,0,28,-3,0.96,1,0.99
COc1ccc(-c2ccnc3c(Br)c(C)nn23)cc1,0,-2,-13,-33,25,-4,1.1,-12,1.1
CC(C)CCNC(=O)c1sc2ccc(S(=O)(=O)N3CCCCC3)cc2c1N,-3,-10,13,-2,12,-3,0.87,9,0.91
